# PI5P4K alpha inh: blocks human PI5P4K alpha kinase activity; PI5P4Kalpha enzyme, ADP-Glo luminescence, 60 min; active compounds read low; max response, %; 330,000 tested, 1.2% active; active = max response of -50% or lower; inconclusive = between -30% and -50%; inactive = -30% or higher; note: value at the top dose of about 77 µM; % is set by controls: 0 for no effect and ±100 for the full control effect
#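 Single end-point luminescence (ADP-Glo) quantified ADP from PI5P4Kalpha turnover; ATP 5 microM final, 1 h at RT, 0.1% CHAPS and 0.28 mM EGTA in HEPES pH 7.4.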
# EPAC1 antag: blocks human EPAC1 exchange factor; O95398; EPAC1 GEF assay, Rap1b-BODIPY-GDP exchange fluorescence; Potency, µM (doses to about 115 µM), inactives show at the highest dose activity change, negative = inhibition, usual class: inhibitors; 360,000 tested, 0.14% active; AID 720709;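 note: potency is the fitted concentration of half-maximal effect; plate controls were vehicle for no effect and positive control for full effect; nearly all actives have a fitted effect of over 50% in size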
# GLP-1R agonist: GLP-1 receptor (human) agonism; P43220; HEK293 GLP-1R CRE-luciferase, luminescence, 4-6 h; cells express a hypersensitive GLP-1R form; Potency, µM (top dose mostly 45.6 µM), for the others: at the top dose activation, most hits filed as activators; 380,000 tested, 0.007% active; AID 624172; note: potency is the fitted concentration of half-maximal effect; % of control where 0% means no effect
# Target sequence (P43220 whole entry, looked up): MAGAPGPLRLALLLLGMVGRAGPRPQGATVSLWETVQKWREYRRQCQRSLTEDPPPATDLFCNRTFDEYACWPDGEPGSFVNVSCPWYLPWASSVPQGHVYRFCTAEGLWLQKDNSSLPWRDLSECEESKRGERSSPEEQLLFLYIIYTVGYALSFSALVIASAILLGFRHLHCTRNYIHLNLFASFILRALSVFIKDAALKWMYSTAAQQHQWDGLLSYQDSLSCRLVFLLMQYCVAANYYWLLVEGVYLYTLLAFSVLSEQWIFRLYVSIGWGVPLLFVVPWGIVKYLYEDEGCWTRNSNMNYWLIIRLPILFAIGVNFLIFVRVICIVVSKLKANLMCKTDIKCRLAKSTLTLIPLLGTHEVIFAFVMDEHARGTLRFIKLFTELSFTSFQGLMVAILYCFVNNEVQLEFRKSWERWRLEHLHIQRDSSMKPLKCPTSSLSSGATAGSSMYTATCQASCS
# PLK1 PBD block: blocks phosphopeptide binding to human PLK1 polo-box domain; P53350; Plk1 PBD binding of FITC phosphopeptide, fluorescence polarization; Potency, µM, without a hit: max response, negative = inhibition, hits mostly inhibitors; 360,000 tested, 2.8% active; AID 720504; note: potency is the fitted concentration of half-maximal effect; series mostly up to about 57 µM; % is set by controls: 0 for no effect and ±100 for the full control effect; nearly all actives have a fitted effect of over 65% in size
# Target sequence (P53350 whole entry, looked up, the tested form may be a part): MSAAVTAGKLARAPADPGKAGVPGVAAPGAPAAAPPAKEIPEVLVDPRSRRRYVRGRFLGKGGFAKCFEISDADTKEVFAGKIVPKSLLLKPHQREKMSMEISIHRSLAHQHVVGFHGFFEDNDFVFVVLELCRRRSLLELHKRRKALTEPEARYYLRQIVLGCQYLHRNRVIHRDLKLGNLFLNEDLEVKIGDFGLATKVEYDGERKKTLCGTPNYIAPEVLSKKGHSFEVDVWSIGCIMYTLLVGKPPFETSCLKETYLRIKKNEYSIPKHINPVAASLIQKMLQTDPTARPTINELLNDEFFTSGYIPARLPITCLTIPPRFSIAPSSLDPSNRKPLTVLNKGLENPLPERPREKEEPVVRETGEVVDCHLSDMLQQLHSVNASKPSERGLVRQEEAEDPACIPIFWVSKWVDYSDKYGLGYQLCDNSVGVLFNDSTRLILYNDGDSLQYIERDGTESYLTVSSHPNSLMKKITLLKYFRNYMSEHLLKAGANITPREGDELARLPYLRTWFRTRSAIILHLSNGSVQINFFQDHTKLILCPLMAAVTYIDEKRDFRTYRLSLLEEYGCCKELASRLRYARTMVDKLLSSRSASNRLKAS
# GLP1R inv ag: GLP-1 receptor (human) inverse agonism. Potency, µM (top dose mostly 38.3 µM), inactives show at the highest dose activity change, negative = inhibition, usual class: inhibitors. HEK293 GLP-1R CRE-luciferase, luminescence, 24 h; GLP-1R form is constitutively active. 410,000 tested, 1.6% active. AID 624417. P43220; note: potency is the fitted concentration of half-maximal effect; % is set by controls: 0 for no effect and ±100 for the full control effect; nearly all actives have a fitted effect of over 55% in size
#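 Readout was luciferase luminescence, measured 12 min after detection reagent at room temperature. Beforehand, GLP-1R reporter HEK293 cells had sat 12 h, then received compounds for 24 hr at 37 deg C.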
# EPAC1 ag: activates human EPAC1 exchange factor; 360,000 tested, 0.073% active; Potency, µM (titrated, usually from 154 µM), for the others: at the top dose activation, most hits filed as activators; EPAC1 agonist qHTS, biochemical assay; response scale: 100% = response to 6.5 mM cAMP; O95398; note: potency is the fitted concentration of half-maximal effect; nearly all actives have a fitted effect of over 60% in size
#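 Nucleotide exchange by EPAC1 (100 nM) on Rap1B–BODIPY-GDP (250 nM) in the presence of 50 uM GDP is tracked fluorescently at 480/540 nm over 30 min. Signals are normalized to a 6.5 mM cAMP control.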
# PTHR1 agonist: agonists of human PTHR1 parathyroid hormone receptor; Q03431; HEK293 GP2 PTHR1 cells, GloSensor cAMP luminescence, 1 h; Potency, µM (top dose mostly 115 µM), for the others: at the highest dose activation, actives largely listed as activators; 410,000 tested, 0.075% active; AID 743266; note: potency is the fitted concentration of half-maximal effect; nearly all actives have a fitted effect of over 55% in size; some results filed as inactive show a strong effect at the top dose; inactives centre near -15; many of its hits are not listed in these tables
#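 HEK-293-derived GP2 cells expressing PTHR1 and a GloSensor cAMP reporter, 3,000/well, plated overnight, given luciferin plus IBMX (each 0.5 mM as added) for 1 h at 37 °C, then compound for 1 h at 37 °C. Luminescence was read after 15 min at room temperature.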
# GLP1R cytotox: cytotoxic in the GLP-1 receptor inverse agonist counter-screen; Potency, µM (series often up to 38.3 µM), without a hit: at the highest dose activity change, negative = inhibition, usual class: inhibitors; 410,000 tested, 0.13% active; AID 624418; HEK293 cAMP-luciferase reporter cells, luminescence, 24 h;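 note: loss of luciferase light is scored as toxicity; potency is the fitted concentration of half-maximal effect; % is set by controls: 0 for no effect and ±100 for the full control effect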
#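 Quantitative HTS format, 1536 wells, 200 cells/uL seeded. Compounds: 23 nL, 24 h, 37 °C. Detection: luciferase reagent, luminescence at 12 min RT; decreased signal taken as cytotoxic.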
# IL2 activator: activates IL-2 in a cell-based reporter assay; IL-2 activation reporter assay, cell-based qHTS; stimulated with anti-CD3/CD4/CD28 beads; in transgenic mouse T cells; activation, % (series mostly up to about 46 µM); 360,000 tested, 0.065% active; in the data active = activation above about 50%; inconclusive = mostly about 30% to 49%; note: 0% is about no effect
#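 Unstimulated transgenic mouse T cells, 750 per well, received compound and, after 60 minutes, anti-CD3/anti-CD4 bead plus anti-CD28 stimulation. EGFP and DsRed were quantified after 18 hours.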
# * marks the source's active call; other numbers are inactive results; i = inactive; ? = inconclusive; . = no result given; & = joins results of further samples; [ ] = dose if it differs, or a comment. Unless noted, calls come from the whole dose curve; as a rule, active = well fitted curve in the direction sought with a large enough effect; inconclusive = small, poorly fitted or top-dose-only effect, or another doubt; inactive = no such curve, though single readings can be large; an effect the other way counts as inactive or inconclusive. An excerpt; rates above refer to the full screens.
SMILES,PI5P4K alpha inh,EPAC1 antag,GLP-1R agonist,PLK1 PBD block,GLP1R inv ag,EPAC1 ag,PTHR1 agonist,GLP1R cytotox,IL2 activator
CCCCCCOc1ccc(/C(C)=N/NC2=NCCN2)cc1,-10.4,-2.0%,-6.4%,3.4%,?,2.0%,-10.8%,?,-1.2
O=c1c2oc3nc4c(cc3c2ncn1CCCc1ccccc1)CCCC4,0.8,-9.5%,10.4%,11.0%,3.8%,9.2%,-18.6%,-0.2%,1.5
Cc1ccc(CN2CCCN(Cc3c(C)cc(C)cc3C)S2(=O)=O)cc1,11.9,-18.5%,3.4%,-9.1%,?,10.2%,-12.4%,3.1%&0.7%,-0.4
CCc1ccc(NC(=O)CSc2nc3c([nH]c4ccccc43)c(=O)n2-c2cccc(OC)c2)cc1,.,.,3.8%,.,-20.7%,.,-2.4%,-2.3%,.
Cc1ccc(Cn2ccc(NC(=O)c3cc(-c4ccc(Br)cc4)on3)n2)cc1,.,-12.3%,0.7%,-9.3%,2.7%,3.4%,-20.1%,5.6%,-1.9
COc1ccc(OC)c(/C=C/C(=O)c2ccc(Cl)cc2)c1,.,0.0%,-13.4%,-2.2%,?,20.4%,-37.5%[inhibitor],-6.1%,-3.3
O=C(Nc1cccc(Cl)c1)Nc1csc([N+](=O)[O-])c1,0.2,-18.0%,-1.7%,-7.6%,6.31µM*,-3.9%,-35.6%[inhibitor],?,-5.3
CCOC(=O)C1CCCN(C(=O)COc2ccc(N(C)S(=O)(=O)c3ccc(C)cc3)cc2)C1 (configuration not stated),1.9,-0.4%,-2.5%,-2.2%,-29.8%,-4.8%,-5.2%,3.2%,0.9
O=C(NCc1ccc(Cl)nc1)c1ccc2nc([C@@H]3O[C@H](CO)[C@H](O)[C@H](O)[C@H]3O)[nH]c2c1,-0.4,-7.2%,4.6%,-13.3%,-5.9%,14.3%,i,-10.1%,-0.2
O=C(OCc1nc2ccsc2c(=O)[nH]1)c1ccc(Cl)nc1,-7.1,10.8%,-1.6%,-1.1%,12.1%,-10.0%,-24.1%,4.5%,0.2
CCCCc1cc(=O)oc2cc(C)cc(OCC(=O)N[C@@H](CSCc3ccccc3)C(=O)O)c12,0.5,-23.0%,17.1%,-21.8%,20.2%,-8.5%,-15.0%,2.1%,-0.4
Cc1cccc(N2CCN(C(=O)C3CCC(CNS(=O)(=O)c4cccs4)CC3)CC2)c1C (configuration not stated),-2.2,-15.5%,8.6%,-0.7%,?,5.8%,-20.7%,-12.6%,-0.3
C#CCOCCOCCOCCNc1nc(N2CCN(C(=O)[C@H](CCCN=C(N)N)n3cc(C(N)[C@H](C)CC)nn3)CC2)nc(N2CCN(C(=O)[C@H](CCCN=C(N)N)n3cc(C(N)[C@@H](C)CC)nn3)CC2)n1 (some centres not stated),-60.9*,6.4%,2.4%,-8.0%,9.9%,-1.0%,-9.3%,11.4%,0.1
CCCn1c(N)c(N2CCCCC2)c(=O)n(CC(=O)Nc2ccccc2C)c1=O,-0.3,-1.0%,-11.0%,0.0%,14.3%,0.1%,-2.5%[57.5 µM],7.7%,0.0
CCOc1ccc(NC(=O)N(C2CCCCC2)C2CCN(C(C)=O)CC2)cc1,1.6,-0.3%,-2.5%,0.1%,-18.2%,-5.6%,i,-18.7%,4.2
CC(=O)Nc1ccc(NC(=O)CCC(=O)OCC(=O)c2ccc(F)cc2)cc1,-0.8,5.8%,-8.3%,-3.7%,4.0%,-6.8%,16.3%,-0.5%,0.0
O=C1CCS/C(=N\N=C\c2ccc(Cl)cc2Cl)N1,19.3,8.9%,7.6%,0.2%,8.2%,4.9%,i,-11.5%,-1.1
Cc1cc(OCC(=O)Nc2ccc(OCc3ccccc3)cc2)nc(C(C)C)n1,0.4,-18.8%,-8.5%,-23.0%,?,7.1%,-9.4%[57.5 µM],-13.5%,-2.9
COC(=O)c1ccc(OCc2nn[nH]n2)cc1,-15.6,-3.9%,-1.1%,-4.7%,7.0%,0.7%,i,-2.4%,-0.5
CC1(C(=O)NS(=O)(=O)Cc2cccc(Cl)c2)CCN1C(=O)CCc1ccccc1 (configuration not stated),-1.9,-18.9%,-1.8%,-3.4%,0.6%,-22.0%,i,6.2%,0.7
COc1ccccc1CSc1nc2ccccc2[nH]1,.,5.1%,4.0%,-0.4%,-21.1%,1.2%,-4.7%[57.5 µM],7.0%,-1.9
CN(Cc1ccccc1)c1nc(CN2CCOCC2)nc2scc(-c3ccccc3)c12,1.6,-7.3%,-6.3%,-11.9%,?,10.7%,-17.7%,8.1%,-0.5
Cc1ccc(N(C(=O)c2ccco2)C2C=CS(=O)(=O)C2)cc1 (configuration not stated),0.9,-1.6%,8.2%,-12.1%,1.9%,2.7%,-7.9%,9.1%,0.7
O=C(COC(=O)Cn1[nH]c(=O)c2ccccc2c1=O)NNC(=O)c1ccc(Br)cc1,-0.7,8.5%,-2.1%,4.0%,20.0%,-4.9%,-23.1%,-5.0%,0.7
Cn1c(Cc2ccccc2)nnc1SCC(=O)N1CCCCC1,0.2,-10.6%,-2.1%,-2.3%,4.1%,-1.1%,i,11.0%,-2.7
Cc1ccc([C@@H]2[C@@H]3C(=O)N(C)C(=O)[C@@H]3[C@]3(C)C(=O)N(CCO)CC(=O)N23)o1,3.7,-10.0%,-3.7%,-8.1%,-12.7%,-19.4%,-24.1%,-9.7%,-0.3
COc1ccc(CSc2nnnn2C)cc1[N+](=O)[O-],.,2.0%,1.1%,1.7%,0.0%,-4.2%,i,-2.4%,1.0
COc1ccc2c(c1)cc(C)c1nnc(SCC(=O)N3CCN(C(=O)c4ccco4)CC3)n12,.,20.8%,-4.5%,-4.2%,20.4%,-3.7%,i,-4.5%,-1.9
COc1cc(NC(=S)N2CCC(C(O)(c3ccccc3)c3ccccc3)CC2)cc(OC)c1,2.2,-21.7%,-4.9%,0.3%,10µM*,4.5%,-2.8%,3.9%,-4.2
CSc1ccc(S(=O)(=O)N(CC(=O)NN=C2CCN(C)CC2)c2ccc(C)cc2)cc1,-4.2,-12.8%,-3.6%,-5.6%,-13.5%,-9.3%,i,3.9%,0.4
Cc1ccc(Sc2cc(Cl)nc(N)n2)cc1,-7.8,-3.2%,18.4%,-7.7%,76.3%[activator],4.9%,i,-8.7%,-1.4
COc1ccc(/C=N/n2c(-c3cc(C)[nH]n3)n[nH]c2=S)cc1,4.9,1.5%,-2.5%,-17.8%,14.9%,0.0%,?,-2.5%,0.0
CCOc1cc(/C=N/n2cnnc2)c(Br)cc1O,.,13.4%,-3.9%,-5.4%,1.4%,-2.4%,i,-6.3%,-0.9
COc1ccc(CNC(=O)CN=C2NC(=O)C(c3ccccc3)(c3ccccc3)N2)cc1,-3.8,12.1%,-26.5%,-1.0%,-7.5%,-0.3%,-47.0%[inhibitor],-2.2%,1.1
Cc1noc(C)c1S(=O)(=O)NC(=O)C1(C)CCN1C(=O)Cc1ccc(-c2ccccc2)cc1 (configuration not stated),-1.4,-0.1%,0.3%,-5.6%,-15.7%,4.0%,i,-1.4%,-0.5
CCC1=Nc2cc(C(=O)NCCCN3CCN(C)CC3)ccc2Sc2ccccc21,-0.6,17.4%,2.1%,-3.4%,?,5.3%,-15.3%,-17.8%,1.3
O=C(Nc1c(C(=O)Nc2cccc3ccccc23)cnn1-c1ccccc1)c1ccco1,-12.0,-15.9%,1.7%,1.0%&-14.3%,?,14.8%,i,-12.6%,-0.2
Cc1oc(-c2cccs2)nc1CN1CCC(CO)(CCOc2ccccc2)CC1,3.0,4.8%,10.6%,-13.0%,?,4.1%,i,-14.4%,-0.3
Cc1cccc(CC2SC(N3CCN(c4ccccc4)CC3)=NC2=O)c1 (configuration not stated),7.2,-4.9%,2.6%,0.7%,?,-6.5%,-27.6%,-13.6%,-1.4
Cc1ccc(C(=O)NCc2cccs2)cc1S(=O)(=O)N1CCCCC1,.,-3.7%,-0.9%,-5.7%,-2.5%,4.0%,-20.5%[57.5 µM],14.1%,-1.0
CC1CC(C)CN(S(=O)(=O)c2ccc(C(=O)N3CCOCC3)cc2)C1 (configuration not stated),-2.0,1.0%,-12.0%,5.9%,5.8%,1.3%,-0.3%,-5.1%,-1.7
O=C(NCCC1CCCCN1S(=O)(=O)c1cccs1)C(=O)Nc1ccc(F)cc1F (configuration not stated),4.9,-22.7%,-0.6%,-6.8%,6.31µM*,6.4%,-9.3%,-23.8%,-0.9
CC(C)(C)c1cc(C(=O)CCN2CCOCC2)cc(C(C)(C)C)c1O,17.1,1.2%,2.9%,?,-26.5%,1.8%,-0.1%,?,-5.3

# In the list so far, these have two or more sulfur atoms.
SMILES,PI5P4K alpha inh,EPAC1 antag,GLP-1R agonist,PLK1 PBD block,GLP1R inv ag,EPAC1 ag,PTHR1 agonist,GLP1R cytotox,IL2 activator
Cc1cccc(N2CCN(C(=O)C3CCC(CNS(=O)(=O)c4cccs4)CC3)CC2)c1C (configuration not stated),-2.2,-15.5%,8.6%,-0.7%,?,5.8%,-20.7%,-12.6%,-0.3
CSc1ccc(S(=O)(=O)N(CC(=O)NN=C2CCN(C)CC2)c2ccc(C)cc2)cc1,-4.2,-12.8%,-3.6%,-5.6%,-13.5%,-9.3%,i,3.9%,0.4
Cc1ccc(C(=O)NCc2cccs2)cc1S(=O)(=O)N1CCCCC1,.,-3.7%,-0.9%,-5.7%,-2.5%,4.0%,-20.5%[57.5 µM],14.1%,-1.0
O=C(NCCC1CCCCN1S(=O)(=O)c1cccs1)C(=O)Nc1ccc(F)cc1F (configuration not stated),4.9,-22.7%,-0.6%,-6.8%,6.31µM*,6.4%,-9.3%,-23.8%,-0.9

# PI5P4K alpha inh: hit marks shown above.
SMILES	PI5P4K alpha inh	EPAC1 antag	GLP-1R agonist	PLK1 PBD block	GLP1R inv ag	PTHR1 agonist	IL2 activator
C#CCOCCOCCOCCNc1nc(N2CCN(C(=O)[C@H](CCCN=C(N)N)n3cc(C(N)[C@H](C)CC)nn3)CC2)nc(N2CCN(C(=O)[C@H](CCCN=C(N)N)n3cc(C(N)[C@@H](C)CC)nn3)CC2)n1 (some centres not stated)	-60.9*	6.4%	2.4%	-8.0%	9.9%	-9.3%	0.1

# Bioassay records (PubChem)
